# High-throughput results deposited in PubChem by The Scripps Research Institute Molecular Screening Center.
# MITF primary: human MITF inhibition, primary screen | AlphaScreen MITF homodimerization, bead proximity signal | inhibition, % at 2.6 µM | 0.91% of 650,000 active | AID 1259374; in the data active means inhibition above about 50%;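 further: 0% = vehicle wells with protein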
# Target sequence (O75030 whole entry, looked up): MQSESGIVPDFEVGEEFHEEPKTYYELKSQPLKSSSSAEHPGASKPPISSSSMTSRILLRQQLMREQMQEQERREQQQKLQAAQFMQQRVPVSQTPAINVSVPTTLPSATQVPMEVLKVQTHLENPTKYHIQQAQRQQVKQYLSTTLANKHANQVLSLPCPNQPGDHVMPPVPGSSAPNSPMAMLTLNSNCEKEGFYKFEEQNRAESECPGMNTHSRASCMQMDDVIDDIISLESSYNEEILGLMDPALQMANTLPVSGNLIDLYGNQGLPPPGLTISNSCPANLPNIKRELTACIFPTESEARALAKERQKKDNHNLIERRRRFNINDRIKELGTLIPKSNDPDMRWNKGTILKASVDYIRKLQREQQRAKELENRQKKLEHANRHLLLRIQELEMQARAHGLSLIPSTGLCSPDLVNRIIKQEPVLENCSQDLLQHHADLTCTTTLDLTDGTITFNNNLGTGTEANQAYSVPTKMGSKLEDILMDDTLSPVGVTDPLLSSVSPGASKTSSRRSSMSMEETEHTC
# TEAD-YAP inh: TEAD-YAP interaction inhibition. HEK-TIYL cells, TEAD-Gal4/YAP UAS-luciferase luminescence. inhibition, % at 9.12 µM. 1.4% of 640,000 active. AID 1259422; in the data active means inhibition above about 32%;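 further: 0% = median of test compound wells and 100% = reference inhibitor wells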
# GPR151 ag: human GPR151 activation | PathHunter beta-arrestin GPR151 cells, luminescence | activation, % at 11.2 µM | 1% of 650,000 active; in the data active means activation above about 4.9%;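 further: 0% = median of compound wells and 100% = cells with positive control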
# Target sequence (Q8TDV0 whole entry, looked up): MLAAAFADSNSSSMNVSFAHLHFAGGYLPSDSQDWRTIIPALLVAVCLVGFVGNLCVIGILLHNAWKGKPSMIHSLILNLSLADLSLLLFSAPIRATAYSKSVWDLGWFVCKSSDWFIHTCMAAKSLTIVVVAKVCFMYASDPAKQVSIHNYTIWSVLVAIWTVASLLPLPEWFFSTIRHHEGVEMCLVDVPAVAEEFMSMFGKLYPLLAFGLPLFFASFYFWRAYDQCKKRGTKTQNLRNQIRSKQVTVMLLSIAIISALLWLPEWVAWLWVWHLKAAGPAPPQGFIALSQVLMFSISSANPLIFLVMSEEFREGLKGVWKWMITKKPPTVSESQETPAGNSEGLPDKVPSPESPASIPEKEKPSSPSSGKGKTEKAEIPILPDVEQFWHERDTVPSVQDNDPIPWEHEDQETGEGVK
# FBW7 activator: human FBW7 E3 ligase activation, primary screen; 0.13% of 650,000 active; AlphaScreen FBW7–phospho-cyclin E peptide binding, activator screen; AID 1259310; Q969H0; normalized activity (activation), % at 26.1 µM; in the data active means normalized activity above about 1.9%;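 further: purified mutant Fbw7 with reduced substrate affinity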
# * hit, by the source's call; . = no result given. Compounds as they come; 3.5% or so of the library scored in one or more.
SMILES,MITF primary,TEAD-YAP inh,GPR151 ag,FBW7 activator
Cc1cc([N+](=O)[O-])nn1CC(=O)Nc1sc2c(c1C(=O)OC(C)C)CCCC2,-13,-5,0.8,-0.2
COc1ccccc1NC(=O)c1ccccc1NC(=O)c1ccccc1,15,9,0.5,1.6
CSCc1ccc(C(=O)Nc2ccc(C#N)cc2)cc1,-4,-56,-0.1,-0.1
CC(C)CN(CC(C)C)S(=O)(=O)N1CCC(C(=O)NCc2cccnc2)CC1,7,-4,1.3,0.1
Cc1cccc(CN2CCC(N3CCCC(C)C3)CCC2=O)c1 (stereo not given),3,-4,-0.3,0.0
CCCn1cc(SCC(=O)N2N=C(c3cccs3)CC2c2cccc(OC)c2OC)c2ccccc21 (stereo not given),5,16,2.5,0.1
COCCCN(C(=O)Nc1ccc(C)c(C)c1)C(C)c1ccccn1 (stereo not given),4,-5,-0.7,0.0
CN(CCc1ccccn1)C(=O)CCC1CCCN(C(=O)CCOc2ccccc2)C1 (stereo not given),14,1,-0.8,0.2
COCCNC(=O)c1cc(-c2ccc(F)cc2)nc2ccccc12,-7,10,1.1,0.3
C=C(C)CN(CC)C(=O)Cn1nnnc1CN(C)C(C)C,-1,-2,-1.1,-0.2
NNC(=O)c1cc(-c2ccccc2)sc1N,13,2,-0.8,0.5
CCN(CC)C(=O)C1=C(C)NC(=S)NC1c1ccc(Cl)cc1Cl (stereo not given),-4,-6,1.1,0.1
COc1ccc(-c2cc(-c3cn[nH]c3)ccc2NC(=O)NCc2cccc(OC)c2)cc1,12,0,-1.1,0.5
O=C(CN1CCC(O)(c2ccccn2)CC1)Nc1ccccc1F,-5,18,-0.3,-0.1
O=C(CCc1ccccc1)Nc1nnc(-c2ccc([N+](=O)[O-])cc2)s1,19,-1,-1.0,0.5
Cc1cccc(NC(=O)CSc2nnc(C(C)C)n2C)c1C,5,6,1.0,0.1
COc1ccc(OC)c(-c2nc3ccccc3nc2-c2ccccc2)c1,-7,2,0.3,0.0
CCSc1ccc(NS(=O)(=O)c2ccc(Cl)cc2)cc1,4,-5,0.8,0.1
COCCNC(=O)c1cnn2c(C)c(Cc3cccc(Cl)c3)c(C)nc12,0,2,0.6,-0.1
Cc1c(CNCCc2cccs2)c(C(=O)O)c(C)n1Cc1ccc(F)cc1Cl,-3,-3,-0.5,-0.2

# Overlap with the part before: 2 entries, followed by the next part.
SMILES,MITF primary,TEAD-YAP inh,GPR151 ag,FBW7 activator
COCCNC(=O)c1cnn2c(C)c(Cc3cccc(Cl)c3)c(C)nc12,0,2,0.6,-0.1
Cc1c(CNCCc2cccs2)c(C(=O)O)c(C)n1Cc1ccc(F)cc1Cl,-3,-3,-0.5,-0.2
CC(C)(C)NC(=O)c1ccc2c(c1)NC(=O)/C(=C\c1ccccc1F)S2,-2,-3,0.7,-0.2
CC[C@@H](Cn1ncc2ccccc2c1=O)NC(=O)c1ccco1,-12,4,-0.8,0.1
COC(=O)c1cccc(NC(=O)c2c(C)nc3ccccn23)c1,10,-5,-0.2,0.0
CCOC(=O)c1ccc(NC(=O)c2sc(NC(=O)c3ccc(OC)cc3)c(C(=O)OCC)c2C)cc1,-1,7,0.1,-0.1
CCN(CC)C(=O)N1CCC(c2ncncc2-c2ccncc2)CC1,-3,-5,-0.3,-0.1
O=[N+]([O-])c1ccc(NCCO)c(C(F)(F)F)c1,3,4,-0.1,0.0
N#Cc1c2c(c(N3CCN(CCOc4ccccc4)CC3)n3c1nc1ccccc13)CCC2,14,2,0.4,0.2
Cc1nn(C)c(C)c1-c1cc(NCc2ccccc2)nc(N)n1,8,1,0.4,-0.1
O=C(N/N=C/c1c[nH]c2ccccc12)/C(=C/c1ccccc1O)NC(=O)c1ccccc1,20,86*,-7.8,-0.1
O=C(NC1CCN(Cc2ccccc2)CC1)c1ccc2nc3ccccc3c(=O)n2c1,5,7,-0.7,0.1
Cc1sc2ncc(C(=O)NOc3ncc(C(F)(F)F)cc3Cl)c(=O)n2c1C,17,-2,0.5,-0.4
O=[N+]([O-])c1ccc(S(=O)(=O)Nc2cccc3ccccc23)cc1,17,12,-0.3,-0.1
CCCCC(=O)NCCc1c(Cc2ccccc2)[nH]c2ccccc12,-20,.,-1.2,-0.1
O=C(NC1CCN(Cc2ccccc2)CC1)c1cccc(Nc2ccncc2)n1,-4,-4,-0.3,0.0
COc1ccc(C(=O)N/N=C(/C)c2ccc(N)cc2)cc1,2,-36,1.0,-0.1
Nc1nc(O)c(Sc2ccccc2[N+](=O)[O-])c(=O)[nH]1,4,3,0.5,0.0
O=c1/c(=C/c2cc(-c3ccccc3)n(-c3ccc([N+](=O)[O-])cc3)c2-c2ccccc2)sc2nc3ccccc3n12,21,-3,-0.4,0.2
CN(Cc1ccccc1)c1nc(-c2ccccc2)nc2ccccc12,-2,-13,4.6,0.0
CCC(C)NC1CCN(c2nc(C)c3cc(C)ccc3n2)CC1 (stereo not given),-20,-10,-0.9,-0.1
Cc1cnc(C(=O)Nc2cccc3ncccc23)cn1,4,-1,-0.8,0.1

# Complete entries, looked up by structure. Values in the order: MITF primary | TEAD-YAP inh | GPR151 ag | FBW7 activator
# Listed for `O=c1/c(=C/c2cc(-c3ccccc3)n(-c3ccc([N+](=O)[O-])cc3)c2-c2ccccc2)sc2nc3ccccc3n12` = 21 | -3 | -0.4 | 0.2
# Listed for `COc1ccc(C(=O)N/N=C(/C)c2ccc(N)cc2)cc1` = 2 | -36 | 1.0 | -0.1
# Listed for `Cc1cnc(C(=O)Nc2cccc3ncccc23)cn1` = 4 | -1 | -0.8 | 0.1

# Additional entries:
SMILES,MITF primary,TEAD-YAP inh,GPR151 ag,FBW7 activator
CCOc1ccccc1Nc1nc(Nc2ccccc2OCC)nc(Sc2nnc(C)s2)n1,-7,2,0.7,0.0
CCN(CC)C(=O)CC1(c2ccccc2Cl)CC(=O)N(CCN(C)C)C1=O (stereo not given),-5,-10,-0.4,-0.2
CCOC(=O)c1ccc(Oc2nc(OC)nc(N(C)C)n2)cc1,1,-3,1.2,-0.1
CC1(C(=O)O)CCC(C(=O)Nc2ccc(F)cc2)C1(C)C (stereo not given),10,10,0.4,0.0
Cc1ccc(C(=O)N(Cc2cccnc2)c2nc3c(F)cccc3s2)c(C)c1,-2,-7,1.9,-0.2
O=C(O)COc1ccccc1/C=N/NC(=O)CSc1nc2ccccc2s1,-8,-1,0.0,0.1
O=C(NC1CC1)c1ccc(-c2nc(NCc3cccc(C(F)(F)F)c3)c3ncn(Cc4ccc(C(F)(F)F)cc4)c3n2)cc1,-1,-3,-0.3,0.0
CC1CCCCC1NC(=O)c1cc2c(s1)CSC2 (stereo not given),-4,-14,-1.0,0.0
CCOCCCNC(=O)CCc1c(C)nc2c(c(C)nn2C)c1C,0,8,1.3,-0.2
O=C(Nc1cccc(F)c1)C1CCCN1C(=O)NC1CCCCC1 (stereo not given),6,12,-0.3,0.0
Cc1nc2cc(-c3ccc(Br)cc3)nn2c(N)c1-c1ccccc1,3,-62,-0.4,0.7
CC1CCCN(C(=O)C2CCCCC2C(=O)O)C1 (stereo not given),21,16,-1.2,1.1
N#Cc1nc(COc2ccc(Br)cc2)oc1NC1CC1,-26,-17,-1.4,0.2
COc1ccc(C(=O)N/N=C(\C)CC(=O)Nc2cccnc2)cc1OC,8,34*,-0.7,0.3
Cc1nc2ccccc2n1CC(O)COc1ccc(Cl)cc1 (stereo not given),0,13,0.8,0.1
CC1CCN(C2CC(=O)N(C)C2=O)CC1 (stereo not given),-18,-5,-0.8,-0.4
CN1CCc2c(n(CC(O)CNC3CCCC3)c3ccccc23)C1=O (stereo not given),-11,5,0.3,0.1
CCC(=O)NC(=S)Nc1cccc(C(C)=O)c1,4,-2,-0.3,0.0
Cc1ccccc1NC(=O)Nc1ccc(OCc2ccccc2)cc1,3,1,0.4,-0.2
COc1cc(/C=C2\C(=O)NC(=O)N(c3ccccc3)C2=O)c(Br)cc1O,6,10,-1.2,0.0
CCOc1cccc(/C=N/Nc2ncc(F)c(N3CCOCC3)n2)c1O,15,-9,1.0,-0.4
COc1ccc(/C=C/C(=O)c2nc3ccccc3n2C)cc1OC,0,-21,-0.1,0.2
O=c1c2ccccc2[nH]c(=S)n1Cc1cccc(Br)c1,-13,-6,-1.2,0.0
COc1ccccc1N1CCN(C(=O)c2cc3c(=O)n(C)c4ccccc4c3s2)CC1,-8,-2,-0.4,-0.1
Cc1ccc(F)cc1NC(=O)N[C@H]1C[C@H]2C(=O)N3CCC[C@H]3C(=O)N2C1,10,1,-1.2,-0.3
COc1ccc(-c2nc3ccc(C(=O)NCCC4=CCCCC4)cc3nc2-c2ccc(OC)c(OC)c2)cc1OC,-3,-1,0.8,-0.1
CCOC(=O)c1cnn(-c2ccccc2)c1NC(=O)c1ccc(C)cc1,4,8,2.5,0.1
O=C(c1ccccc1Cl)N1CCN(c2ccc([N+](=O)[O-])cc2)CC1,97*,25,0.0,-0.1
COc1ccccc1C(=O)NC(=S)Nc1ccccn1,14,-56,0.5,-0.1
COC(=O)C(C)CN1CCN(Cc2ccccc2)CC1 (stereo not given),78*,-4,-0.1,-0.3
CCOC(=O)N/N=C(C)/C=C/c1ccco1,11,-10,3.1,0.3
COc1ccc(C(=O)OCC(=O)N2C(C)CCCC2C)cc1[N+](=O)[O-] (stereo not given),11,-6,-0.7,-0.1
O=C1CCCC2=C1C(c1cccc([N+](=O)[O-])c1)n1ncnc1N2 (stereo not given),9,-5,-1.5,0.8
COCc1ccc(CN2CCCC(CO)(Cc3cccc(Cl)c3)C2)o1 (stereo not given),12,-10,0.9,0.0
O=c1c2nccnc2[nH]c(=S)n1Cc1ccc(F)cc1,11,11,-0.2,0.4
O=C(NCc1cccnc1)c1ccc(NC(=O)C2CCCCC2C(=O)O)cc1 (stereo not given),-8,-8,-1.0,-0.1
COC(=O)c1ccc(-c2ccc3c(c2)COC2(CCN(C(C)=O)CC2)O3)cc1,2,-7,0.2,0.1
N#CC(C#N)=C(N)C(C#N)CC(=O)N1CCCc2ccccc21 (stereo not given),9,15,1.4,-0.1
CC(C)CC(NC(=O)c1cc([N+](=O)[O-])cc([N+](=O)[O-])c1)C(N)=O (stereo not given),19,-3,-1.0,0.8
O=C(COc1ccccc1Br)Nc1ccc(N2CCOCC2)c(Cl)c1,-4,2,-1.1,0.1
CCN(CC)S(=O)(=O)c1ccc(-c2nnc(SCC(=O)OC(C)C)o2)cc1,-1,-4,-0.2,0.0
C/C(=N\Nc1nc2c(c(=O)[nH]c(=O)n2C)n1CC(C)C)c1ccccc1O,20,15,0.0,0.1
O=C1NCCC/C1=N\Nc1ccc(Br)cc1,-1,-30,1.8,-0.1
Cc1ccc2c(c1)-c1c(ssc1=S)C(C)(C)N2C(=O)c1sc2ccccc2c1Cl,10,1,-0.1,0.1
COc1ccc(Br)cc1S(=O)(=O)Nc1ccc(C(N)=O)cc1,12,1,0.7,0.0
O=C1NC(=O)N(c2cccc([N+](=O)[O-])c2)C(=O)/C1=C/c1ccccc1,-7,8,-0.1,0.0
Cc1ccc(N2C(=N)S/C(=C\c3ccccc3OCc3ccc(Cl)cc3Cl)C2=O)cc1Cl,2,12,1.6,-0.1
O=[N+]([O-])c1ccc(N2CCN(S(=O)(=O)c3ccc4ccccc4c3)CC2)cc1,8,2,-0.8,0.2
CCCn1c2ccccc2c2nnc(SCC(=O)Nc3nncs3)nc21,2,-7,0.4,0.2
COc1cccc(C(=O)OCC(=O)Nc2ccccc2Cl)c1,-2,6,0.3,0.1

# 4 compounds from above, showing only FBW7 activator, GPR151 ag and MITF primary.
SMILES | FBW7 activator | GPR151 ag | MITF primary
Cc1ccc(N2C(=N)S/C(=C\c3ccccc3OCc3ccc(Cl)cc3Cl)C2=O)cc1Cl | -0.1 | 1.6 | 2
O=[N+]([O-])c1ccc(N2CCN(S(=O)(=O)c3ccc4ccccc4c3)CC2)cc1 | 0.2 | -0.8 | 8
CCCn1c2ccccc2c2nnc(SCC(=O)Nc3nncs3)nc21 | 0.2 | 0.4 | 2
COc1cccc(C(=O)OCC(=O)Nc2ccccc2Cl)c1 | 0.1 | 0.3 | -2

# (continued)
SMILES,MITF primary,TEAD-YAP inh,GPR151 ag,FBW7 activator
Cc1cc(NCCO)nc(Nc2ccc(N3CCOCC3)cc2)n1,-6,-10,1.5,0.0
NC(=O)/C=C/C(=O)Nc1ccc(N2CCOCC2)cc1,1,8,0.7,0.0
CC1=C(C(=O)OCCCc2ccccc2)C(c2cccc([N+](=O)[O-])c2)CC(=O)N1 (stereo not given),-5,-12,-1.0,-0.1
COc1ccc(C2CC(C(F)(F)F)n3ncc(C(=O)Nc4ccc(C(C)O)cc4)c3N2)cc1OC (stereo not given),21,-13,-0.7,0.1
Cc1c(NC(=O)c2noc3c2CCC3)c(=O)n(-c2ccccc2)n1C,49,-2,-1.0,0.0
COc1cc2c(cc1OC)n(CC(=O)NC1CCCc3ccccc31)n1c(C)cc(=O)nc21 (stereo not given),6,-2,1.1,-0.3
COc1ccc(Cl)cc1C(=O)Nc1ccc(S(=O)(=O)Nc2nccs2)cc1,13,0,-0.6,0.0
COCc1cc(C)n(CC(=O)Nc2ccc(Cl)c(Cl)c2)c(=O)c1C#N,0,1,0.7,-0.1
CC1CCCN(c2nc3c(c(=O)[nH]c(=O)n3C)n2CCCc2ccccc2)C1 (stereo not given),-3,-7,0.8,-0.1
COc1ccccc1NC(=S)NCCCn1ccnc1,79*,6,0.7,-0.1
CCOC(=O)c1ccc(COC(=O)CNS(=O)(=O)c2ccccc2)cc1,-5,8,1.9,0.1
